hcGAS inh: inhibitors of human cGAS; inhibition, % at 12.5 µM; 290,000 tested, 0.081% active; Q8N884; recombinant h-cGAS, ATP depletion, Kinase-Glo luminescence;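 further: 0% = vehicle reaction and 100% = reaction without DNA for no activity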
Target sequence (Q8N884 whole entry, looked up): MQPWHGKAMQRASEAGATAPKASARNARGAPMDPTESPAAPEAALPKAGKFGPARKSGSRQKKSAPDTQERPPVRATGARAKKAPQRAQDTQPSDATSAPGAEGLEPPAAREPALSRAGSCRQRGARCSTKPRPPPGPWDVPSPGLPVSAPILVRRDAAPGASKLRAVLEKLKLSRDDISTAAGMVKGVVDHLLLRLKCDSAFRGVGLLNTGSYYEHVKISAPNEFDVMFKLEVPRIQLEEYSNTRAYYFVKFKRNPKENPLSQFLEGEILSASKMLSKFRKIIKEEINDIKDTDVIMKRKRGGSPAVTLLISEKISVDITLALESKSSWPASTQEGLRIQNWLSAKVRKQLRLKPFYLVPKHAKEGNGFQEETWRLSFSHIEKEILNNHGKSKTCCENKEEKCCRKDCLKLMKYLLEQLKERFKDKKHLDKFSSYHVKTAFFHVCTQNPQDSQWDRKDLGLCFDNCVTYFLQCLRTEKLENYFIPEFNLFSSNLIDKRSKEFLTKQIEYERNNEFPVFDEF
NPYLR7 agonist: mosquito NPYLR7 agonism; HEK293T NPYLR7/Galpha15, GCaMP6s calcium fluorescence; activation, % at 10 µM; 270,000 tested, 0.15% active; in the data active means activation above about 40%;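 further: 0% = vehicle and 100% = reference agonist at the receptor; some compounds past the cut are filed as inactive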
mcGAS lum: blocks mouse cGAS activity; Q8C6L5; recombinant cGAS, Kinase-Glo ATP depletion luminescence; inhibition, % at 12.5 µM; 160,000 tested, 0.15% active;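 further: 0% = negative control wells and 100% = reference inhibitor with no enzyme activity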
An asterisk follows results filed as active; nt = no result given; & = joins results of further samples. Unless noted, no stated cut-off is given here; in the data, active means inhibition above about 40%; inactive means the rest.

Structure,hcGAS inh,NPYLR7 agonist,mcGAS lum
Cc1cc(C)n(CCC(=O)NCCc2c[nH]c3ccccc23)c(=O)n1,-1,-2,nt
CC(=NNS(=O)(=O)c1cc(C)ccc1C)c1ccc2c(c1)Nc1ccccc1S2,-6,-4,nt
CCc1ccc(C(NCc2cc(Br)cs2)C(C)C)cc1 (stereo not given),-1,1,nt
CC(=O)Nc1nc(SCC(N)=O)[nH]c(=O)c1NC(=O)c1ccc(F)cc1,-1,0,1
O=C(Cn1cnc2c(nnn2-c2ccc(F)cc2)c1=O)c1ccc(Cl)cc1,-3,8,nt
CC1CN(c2ncnc3ccccc23)C(C)CO1 (stereo not given),-19,-5,nt
O=C1OCCC1Sc1nnc(-c2cccs2)o1 (stereo not given),-7,1,nt
COC(=O)CCC(=O)NC1CCCN(Cc2ccc(CC(C)C)cc2)C1 (stereo not given),-6,7,nt
Cc1ccccc1CN(C)c1nc(CN2CCOCC2)nc2sc3c(c12)CCC3,2,-16,nt
O=C(Cc1ccc(Cl)cc1)NC1CC2CCC(C1)N2Cc1ccc2c(c1)OCO2 (stereo not given),-5,1,-4

Continuation.
Structure,hcGAS inh,NPYLR7 agonist,mcGAS lum
Cc1cc(C)n(Cc2ccc(C(=O)N3CC(n4nc(C)cc4C)C3)cc2)n1,-4,8,nt
CCOCCCN(CC(=O)N(Cc1ccccc1)Cc1cccn1Cc1ccc(F)cc1)C(=O)C(C)(C)CCl,-7,-6,-6
O=S1(=O)C[C@H](Cl)[C@@H](Cl)C1,-3,0,nt
O=C(CCNc1nc(-c2ccccc2Cl)nc2ccccc12)N1CCCC1,-8,9,-5
CC(C)Cc1nc(C#N)c(NCCN2CCOCC2)o1,-15,nt,-6
O=C1c2cccc3c(C#Cc4ccccc4)ccc(c23)C(=O)N1c1ccccc1,-8,5,nt
CC1CNC(=O)CCN1C(=O)CC12CC3CC(CC(C3)C1)C2 (stereo not given),-3,13,nt
CC1CN(c2nc(Cc3ccc(Cl)cc3)ns2)CCN1C(=O)c1ccc(Cl)cc1 (stereo not given),-6,8,-3
Cc1cc(SCC(=O)c2cccs2)n2ncc(-c3ccccc3)c2n1,-5,-2,-11
CCN(CCCn1cncn1)CC(=O)Nc1c(Cl)cccc1Cl,-9,3,nt

Next part.
Structure,hcGAS inh,NPYLR7 agonist,mcGAS lum
O=S1(=O)CCN(c2nccc(CCC(F)(F)F)n2)CC1,-3,15,nt
COc1coc(C(=O)NCCC(c2ccccc2)c2ccccc2)cc1=O,-13,7,nt
Fc1ccc(CNCC2CCCO2)cc1 (stereo not given),-6,3,nt
CC(=O)NC(C(=O)N1CCN(S(=O)(=O)c2ccc(C(C)C)cc2)CC1)C(C)C (stereo not given),-3,6,nt
COc1ccc(NC(=O)C2CCN(C(=O)[C@@H](Cc3ccccc3)NC(=O)c3cccnc3Oc3ccc(Cl)cc3)CC2)cc1,0,-2,-5
COCc1nc(N2CCN(c3ncccc3C)CC2)c2cnn(C)c2n1,-3,-3,-11
COC(=O)c1ccc(CC2(C)C(=O)Nc3ccc(Cl)cc32)o1 (stereo not given),-1,4,-4
O=C(O)c1csc(COc2cccc(Cl)c2)n1,7,-7,nt
CCOc1ccc(C(=O)CSc2nccn(-c3ccc(OC)cc3)c2=O)cc1,-6,7,-10
C=C(C)COc1ccc(C(=O)N2[C@@H]3CC[C@H]2CC(O)C3)cc1 (stereo not given in full),-12,-4,nt

Additional compounds follow:
Structure,hcGAS inh,NPYLR7 agonist,mcGAS lum
O=C(c1cnn(-c2ccccc2)c1C(F)(F)F)N(Cc1ccco1)Cc1nc2cc(Cl)ccc2o1,-1,3,-5
C=CCn1cc(CN2CCC(N(CC)C(C)=O)C2)c(C)n1 (stereo not given),-3,0,-10
CC(=O)Oc1c(-c2ccc(NC(=O)c3cccc(Cl)c3)cc2)c(C(C)C)nn1-c1cccc(C)c1,-7,3,-4
Nc1nc(NC2CC2)c2ncn(C3C=C[C@@H](CO)C3)c2n1 (stereo not given in full),-5,8,nt
COc1ccc(S(=O)(=O)NCCc2ccc(F)cc2)cc1N1CCN(S(=O)(=O)c2ccccc2Cl)CC1,0,27,-9
CC(=O)Nc1ccc2nc(CN3CCCC(N(C)CCc4ccccc4)C3)ccc2c1 (stereo not given),-8,2,nt
CC(C)(C)c1cc(C(=O)N/N=C\c2ccccc2O)n[nH]1,-8,6,-7
COc1ccc(CC(=O)N2CCC3(CC2)NC(=O)c2c(Cl)cccc2N3)cc1,-1,3,-3
CCN(CC)C(=O)c1scc2c1OCCO2,-10,-2,nt
Cc1cc(C)n2nc(SCC(=O)NCCOc3ccccc3)nc2n1,6,-17,0

More records follow.
Structure,hcGAS inh,NPYLR7 agonist,mcGAS lum
COc1ccc(C)cc1C(C)NCc1c(Cl)nc2ccccn12 (stereo not given),-3,4,nt
CC(C)CNC(=O)c1ccc2c(=O)n(Cc3ccccc3)c3nn(Cc4ccc(F)cc4)c(=O)n3c2c1,-2,nt,-1
COc1c2ccccc2nc2occc12,7,nt,8
COc1cc(CC2(CCC(=O)N(C)Cc3n[nH]c4c3CCCC4)CCC(=O)N2)ccc1F (stereo not given),-5,3,nt
Cc1noc(C)c1CSCC(=O)Nc1nccs1,-4,-7,nt
COc1ccc(/C=C/C(=O)NCCN2Cc3ccccc3OC(c3ccsc3)C2)cc1OC (stereo not given),-6,14,-12
CN(C)c1nc2nonc2nc1NC1CCOC(C)(C)C1 (stereo not given),-5,-2,-8
COC(=O)c1ccc(OC)c(CN2CCN(CC(C)C)C(=O)C2C)c1 (stereo not given),-4,-1,-16
COc1ccc(C(=O)n2nc(C(C)(C)C)cc2N)c(OC)c1OC,1&-7,-18&6,nt
COc1cccc(CO[C@]2(C(=O)NC3CC3)CC(OCc3ccc(C#N)cc3)[C@@H]3OC(C)(C)O[C@@H]3C2)c1 (stereo not given in full),-6,22,-4

Ordered by SMILES length (largest number first): 18 of the compounds above
Structure,hcGAS inh,NPYLR7 agonist,mcGAS lum
COc1ccc(S(=O)(=O)NCCc2ccc(F)cc2)cc1N1CCN(S(=O)(=O)c2ccccc2Cl)CC1,0,27,-9
CCOCCCN(CC(=O)N(Cc1ccccc1)Cc1cccn1Cc1ccc(F)cc1)C(=O)C(C)(C)CCl,-7,-6,-6
CC(=O)NC(C(=O)N1CCN(S(=O)(=O)c2ccc(C(C)C)cc2)CC1)C(C)C (stereo not given),-3,6,nt
CC1CN(c2nc(Cc3ccc(Cl)cc3)ns2)CCN1C(=O)c1ccc(Cl)cc1 (stereo not given),-6,8,-3
CC(=O)Nc1ccc2nc(CN3CCCC(N(C)CCc4ccccc4)C3)ccc2c1 (stereo not given),-8,2,nt
Cc1ccccc1CN(C)c1nc(CN2CCOCC2)nc2sc3c(c12)CCC3,2,-16,nt
COC(=O)CCC(=O)NC1CCCN(Cc2ccc(CC(C)C)cc2)C1 (stereo not given),-6,7,nt
COc1coc(C(=O)NCCC(c2ccccc2)c2ccccc2)cc1=O,-13,7,nt
CC(C)(C)c1cc(C(=O)N/N=C\c2ccccc2O)n[nH]1,-8,6,-7
Cc1cc(C)n2nc(SCC(=O)NCCOc3ccccc3)nc2n1,6,-17,0
O=S1(=O)CCN(c2nccc(CCC(F)(F)F)n2)CC1,-3,15,nt
CN(C)c1nc2nonc2nc1NC1CCOC(C)(C)C1 (stereo not given),-5,-2,-8
CC(C)Cc1nc(C#N)c(NCCN2CCOCC2)o1,-15,nt,-6
O=S1(=O)C[C@H](Cl)[C@@H](Cl)C1,-3,0,nt
O=C(O)c1csc(COc2cccc(Cl)c2)n1,7,-7,nt
CC1CN(c2ncnc3ccccc23)C(C)CO1 (stereo not given),-19,-5,nt
Cc1noc(C)c1CSCC(=O)Nc1nccs1,-4,-7,nt
COc1c2ccccc2nc2occc12,7,nt,8

Other structures follow.
O=C(NC1CCSc2c(F)cccc21)C1CC(=O)N(CC2CC2)C1 (stereo not given)
- hcGAS inh = -2
- NPYLR7 agonist = -22
- mcGAS lum = nt

CCCSc1nc2c(c(-c3ccco3)c1C#N)CCCC2
- hcGAS inh = -4
- NPYLR7 agonist = -3
- mcGAS lum = nt

COc1ccc(-c2onc(C)c2C(=O)NCc2ccccc2Cl)cc1
- hcGAS inh = -2
- NPYLR7 agonist = 16
- mcGAS lum = -4

O=C(CN1C(=O)c2cccc([N+](=O)[O-])c2C1=O)Nc1ncccn1
- hcGAS inh = -4
- NPYLR7 agonist = 2
- mcGAS lum = -3

Cc1cc(C)cc(-n2ncc3c2CCCC3NC(=O)Cc2c[nH]c3ccccc23)c1 (stereo not given)
- hcGAS inh = -7
- NPYLR7 agonist = 5
- mcGAS lum = -12

Cc1ccc(NC(=O)CN2CCCC2C(=O)N(C)C)cc1C (stereo not given)
- hcGAS inh = 2
- NPYLR7 agonist = -2
- mcGAS lum = nt

Cc1ccc(N2CC(NC(=O)NN3CCN(C)CC3)CC2=O)cc1 (stereo not given)
- hcGAS inh = -2
- NPYLR7 agonist = 6
- mcGAS lum = -5

CC1CCC2(CC1)OCC(C(=O)NC1CC1)N2C(=O)c1cccs1 (stereo not given)
- hcGAS inh = -11
- NPYLR7 agonist = 25
- mcGAS lum = -5

Cc1cc2c(c(=O)o1)C(c1ccc(F)cc1)C(C#N)C(=N)O2 (stereo not given)
- hcGAS inh = -3
- NPYLR7 agonist = -10
- mcGAS lum = -3

CCCc1nc(C)cc(N(C)Cc2ncc[nH]2)n1
- hcGAS inh = -3
- NPYLR7 agonist = 15
- mcGAS lum = nt

Cc1ccc(CN(C)Cc2cnc(N3CCOCC3)s2)o1
- hcGAS inh = -5
- NPYLR7 agonist = 0
- mcGAS lum = nt

CCOc1ccc(C2CC(c3ccc(F)cc3)=NN2C(=O)CN(C)C2CCCCC2)cc1 (stereo not given)
- hcGAS inh = -7
- NPYLR7 agonist = -4
- mcGAS lum = -4

Cc1nc2n(n1)C(=O)C(C(c1ccc(C(C)C)cc1)N1CCCC(C)C1)S2 (stereo not given)
- hcGAS inh = -4
- NPYLR7 agonist = 3
- mcGAS lum = nt

CN1CCC2(CC1)CN(C(=O)C(O)c1ccc(Cl)cc1)CCN2C (stereo not given)
- hcGAS inh = -5
- NPYLR7 agonist = 7
- mcGAS lum = -17

CN(C)CCCn1c2c(c(SCC(=O)Nc3cccc([N+](=O)[O-])c3)nc1=O)CCC2
- hcGAS inh = -1
- NPYLR7 agonist = 6
- mcGAS lum = -7

CCOC(=O)N1CCN(C(=O)CC(c2ccc(Cl)cc2)c2cn(C)c3ccccc23)CC1 (stereo not given)
- hcGAS inh = -5
- NPYLR7 agonist = nt
- mcGAS lum = -5

CC(Nc1ccc([N+](=O)[O-])cc1S(=O)(=O)N1CCOCC1)c1ccc(F)cc1F (stereo not given)
- hcGAS inh = -9
- NPYLR7 agonist = 0
- mcGAS lum = -8

COC(=O)C1CCN(S(=O)(=O)c2ccc(C)c(C)c2)CC1
- hcGAS inh = 5
- NPYLR7 agonist = -2
- mcGAS lum = 2

COCCNC(=O)CCC1CCN(C(=O)Nc2ccccc2SC)CC1
- hcGAS inh = -4
- NPYLR7 agonist = 0
- mcGAS lum = nt

CCCCCCCC1(C)NC(=O)NC1=O (stereo not given)
- hcGAS inh = -8
- NPYLR7 agonist = 2
- mcGAS lum = -9

FC(F)(F)CN(Cc1ccccc1)C(=S)NCc1ccc2c(c1)OCO2
- hcGAS inh = -5
- NPYLR7 agonist = 0
- mcGAS lum = -8

CCc1ccccc1CN1CCCn2cccc2C1c1cccc(C(F)(F)F)c1 (stereo not given)
- hcGAS inh = -6
- NPYLR7 agonist = 16
- mcGAS lum = -7

CC(=O)NCCn1cnc(-c2ccccc2)c1-c1nc2ccccc2n1C
- hcGAS inh = -2
- NPYLR7 agonist = 0
- mcGAS lum = nt

O=C1C(C(c2cccc(F)c2)N2CCC3(CC2)OCCO3)Sc2ncnn21 (stereo not given)
- hcGAS inh = -1
- NPYLR7 agonist = 6
- mcGAS lum = -5

CC1CCCCC12NC(=O)N(CC(=O)NC1CCCC1)C2=O (stereo not given)
- hcGAS inh = -3
- NPYLR7 agonist = 6
- mcGAS lum = nt

COCc1cc(N2C[C@H]3C[C@H](C2)[C@@H]2CCCC(=O)N2C3)ncn1
- hcGAS inh = -2
- NPYLR7 agonist = nt
- mcGAS lum = -7

COc1ccc(NC(=O)Nc2ccc(Nc3ccc(-n4cccn4)nn3)cc2)cc1
- hcGAS inh = 1
- NPYLR7 agonist = -1
- mcGAS lum = -2

O=C(NCc1cccc(-c2ncc(-c3ccc(F)cc3)[nH]2)c1)c1cc(F)ccc1F
- hcGAS inh = -5
- NPYLR7 agonist = 1
- mcGAS lum = -7

CCOC(=O)c1cc(-c2ccc(F)cc2)n(C2CCN(C(=O)c3ccccc3C(F)(F)F)CC2)n1
- hcGAS inh = -6
- NPYLR7 agonist = 3
- mcGAS lum = -7

CC(C)(C)C(=O)N1CCC[C@H]1C(=O)N1CCC(C(=O)N2CCOCC2)CC1
- hcGAS inh = -6
- NPYLR7 agonist = 16
- mcGAS lum = -4

Not a retest: entries from further up.
CCOC(=O)N1CCN(C(=O)CC(c2ccc(Cl)cc2)c2cn(C)c3ccccc23)CC1 (stereo not given)
- hcGAS inh = -5
- NPYLR7 agonist = nt
- mcGAS lum = -5

CC(Nc1ccc([N+](=O)[O-])cc1S(=O)(=O)N1CCOCC1)c1ccc(F)cc1F (stereo not given)
- hcGAS inh = -9
- NPYLR7 agonist = 0
- mcGAS lum = -8

(continued)
Cc1ccn2c(=O)c(NC(=O)C3CCCCC3)c(C)nc2c1
- hcGAS inh = -6
- NPYLR7 agonist = 1
- mcGAS lum = nt

Cc1cc(C(=O)Nc2ccc(-c3cccc(-c4ccc5c(c4)OCCO5)n3)cc2)nn1C(C)(C)C
- hcGAS inh = -4
- NPYLR7 agonist = -4
- mcGAS lum = -6

Cc1cccn(C(=O)c2nc(Cl)ccc2Cl)c1=NC1CCCCC1
- hcGAS inh = 1
- NPYLR7 agonist = -3
- mcGAS lum = nt

CCCOC(=NCCN1CCOCC1)NC(=O)c1cccc(OC)c1
- hcGAS inh = -4
- NPYLR7 agonist = 23
- mcGAS lum = -5
